Screening data as filed in PubChem BioAssay.
Mtb BioA inh = BioA (M. tuberculosis) enzyme inhibition; inhibition, % at 9.99 µM; AID 602481; purified M. tuberculosis BioA enzyme, plate reader; actives 0.096% (n = 360,000); in the data active means inhibition above about 40%
* hit, by the source's call.

Screening COc1ccccc1CNC(=O)C[C@H]1CC[C@H]2[C@@H](COC[C@@H](O)CN2C(=O)Nc2ccc(F)cc2)O1 returned Mtb BioA inh 0.1.
For O=C([C@@H]1[C@@H](CO)[C@@H]2Cn3c(cccc3=O)[C@@H]2N1C(=O)CC1CC1)N1CCc2ccccc2C1 the results were Mtb BioA inh -0.5.
`O=C([C@@H]1[C@@H](CO)[C@@H]2Cn3c(ccc(C4=CCCC4)c3=O)[C@H]1N2C(=O)c1ccccc1)N1CCOCC1` gave Mtb BioA inh -0.1.
Screening C[C@@H]1CN([C@H](C)CO)C(=O)c2cc(/C=C/c3ccccc3)cnc2O[C@@H]1CN(C)S(=O)(=O)c1ccccc1F returned Mtb BioA inh 2.3.
Screening COCC#Cc1ccc([C@@H]2[C@@H](CO)N3CCCCN(C(=O)Nc4cc(F)ccc4F)C[C@@H]23)cc1 returned Mtb BioA inh -0.6.
For C[C@H]1CN([C@@H](C)CO)C(=O)CCCn2nncc2CO[C@H]1CN(C)C(=O)Nc1cccc(C(F)(F)F)c1 the results were Mtb BioA inh 0.5.
`C[C@H]1CN([C@@H](C)CO)C(=O)c2cc(NS(=O)(=O)c3cccs3)ccc2O[C@H]1CN(C)Cc1ccc(Cl)c(Cl)c1` gave Mtb BioA inh -0.2.
For O=C(C[C@@H]1C[C@H]2c3cc(NC(=O)Nc4ccccc4)ccc3O[C@H]2[C@@H](CO)O1)NCc1ccncc1 the results were Mtb BioA inh 5.4.
For COCC(=O)Nc1ccc2c(c1)C(=O)N(C)C[C@H](OC)[C@H](C)CN(Cc1ccccc1OC)[C@@H](C)CO2 the results were Mtb BioA inh -0.3.
For CN(C)C(=O)[C@@]1(Cc2ccccc2)COC(c2ccc(OCCCO)cc2)=N1 the results were Mtb BioA inh 1.2.
`CO[C@@H]1CN(C)C(=O)c2cc(NC(=O)C3CCCC3)ccc2OC[C@@H](C)N(C(=O)Nc2ccc(C(F)(F)F)cc2)C[C@H]1C` gave Mtb BioA inh -3.3.
`C[C@@H]1CCCCO[C@@H](CN(C)S(=O)(=O)c2cccs2)[C@@H](C)CN([C@@H](C)CO)C(=O)c2cc(NC(=O)NC3CCCCC3)ccc2O1` gave Mtb BioA inh -4.2.
`CO[C@H]1CC[C@H]2CCN(C)C(=O)C[C@@H](c3ccccc3)CN(C)C(=O)c3cccc(C#N)c3OC[C@@H]1O2` gave Mtb BioA inh 0.3.
COCCN(C[C@@H]1N[C@@H](CO)[C@H]1c1ccc(-c2cccc(F)c2)cc1)C(C)=O was read as Mtb BioA inh 4.3.
Screening C[C@H]1CN([C@@H](C)CO)C(=O)c2cc(C#Cc3cccnc3)cnc2O[C@H]1CN(C)S(=O)(=O)c1ccccc1F returned Mtb BioA inh 2.2.
`COc1ccc(NC(=O)N(C)C[C@@H]2Oc3c(NS(=O)(=O)c4ccc(OC)cc4)cccc3C(=O)N([C@@H](C)CO)C[C@H]2C)cc1` gave Mtb BioA inh -2.2.
For COc1ccccc1-c1ccc([C@H]2[C@@H](C#N)N(C(=O)C3CCOCC3)[C@H]2CO)cc1 the results were Mtb BioA inh 0.6.
For CN1C(=O)c2cc(NC(=O)Nc3ccccc3F)ccc2OC[C@@H]2O[C@H](CC(=O)O)CC[C@@H]21 the results were Mtb BioA inh -2.5.
For C[C@@H]1CN([C@H](C)CO)C(=O)c2cccc(NS(=O)(=O)c3ccccc3)c2O[C@H]1CN(C)C(=O)Nc1ccccc1 the results were Mtb BioA inh -2.6.
CCCC#Cc1ccc2c(c1)O[C@@H](CN(C)CCC)[C@H](C)CN([C@@H](C)CO)S2(=O)=O was read as Mtb BioA inh -0.2.
`COc1cccc(NC(=O)N2C[C@H](O)COC[C@@H]3O[C@@H](CC(=O)NCc4ccccc4F)CC[C@H]32)c1` gave Mtb BioA inh 7.0.
For COCC#Cc1ccc2c(c1)O[C@@H](CN(C)S(C)(=O)=O)[C@H](C)CN([C@H](C)CO)S2(=O)=O the results were Mtb BioA inh -1.5.
For Cc1ccccc1S(=O)(=O)NCC[C@H]1CC[C@H](NC(=O)C2CC2)[C@H](CO)O1 the results were Mtb BioA inh 3.3.
For O=S(=O)(c1ccc(F)cc1)N1CCCCN2[C@H](CO)[C@@H](c3ccc(C#CC4CC4)cc3)[C@H]2C1 the results were Mtb BioA inh -1.3.
For Cc1ccc(OC(=O)N(C)C[C@H]2OCc3ccccc3-c3ccccc3C(=O)N([C@H](C)CO)C[C@H]2C)cc1 the results were Mtb BioA inh -0.2.
CC(C)CC#Cc1ccc2c(c1)O[C@@H](CN(C)S(=O)(=O)c1ccc(F)cc1)[C@H](C)CN([C@H](C)CO)S2(=O)=O was read as Mtb BioA inh -1.0.
For Cc1noc(C)c1NC(=O)Nc1ccc2c(c1)C(=O)N([C@@H](C)CO)C[C@@H](C)[C@@H](CN(C)C(=O)CCCN(C)C)OCCCC[C@H](C)O2 the results were Mtb BioA inh -0.2.
For CCC(=O)Nc1ccc2c(c1)OC[C@@H](C)N(C(=O)c1ccccc1F)C[C@H](C)[C@H](OC)CN(C)C2=O the results were Mtb BioA inh 1.6.
`O=C(Cc1ccccc1)N[C@@H]1CC[C@H](CC(=O)N2CCCCC2)O[C@H]1CO` gave Mtb BioA inh -1.6.
COCC(=O)Nc1ccc2c(c1)C(=O)N(C)C[C@@H](OC)[C@H](C)CN(C(=O)C1CCCC1)[C@@H](C)CO2 was read as Mtb BioA inh -1.4.
C[C@H]1CN([C@@H](C)CO)S(=O)(=O)c2ccc(C#CC3(O)CCCC3)cc2O[C@@H]1CN(C)C(=O)Nc1ccc(F)cc1 was read as Mtb BioA inh 1.0.
COc1ccc(CNC(=O)C[C@@H]2CC[C@H]3[C@H](COc4ccc(NC(=O)C5CC5)cc4C(=O)N3C)O2)cc1 was read as Mtb BioA inh 0.0.
For Cc1cccc(-c2ccc([C@@H]3[C@H]4CN(C(=O)c5ccncc5)CCCCN4[C@H]3CO)cc2)c1 the results were Mtb BioA inh -2.2.
Screening COC(=O)C[C@H]1C[C@H]2c3cc(NS(=O)(=O)c4ccc(F)cc4)ccc3O[C@H]2[C@H](CO)O1 returned Mtb BioA inh 1.1.
`O=C(C[C@H]1CC[C@H]2[C@@H](COC[C@H](O)CN2C(=O)c2cccnc2)O1)NCc1ccccc1` gave Mtb BioA inh -7.6.
For C[C@H](CO)N1C[C@H](C)[C@@H](CN(C)C(=O)Nc2ccc3c(c2)OCO3)Oc2ccc(NS(C)(=O)=O)cc2CC1=O the results were Mtb BioA inh -0.7.

Structural class, the compounds so far containing nitrogen in an aromatic ring (9)
For O=C([C@@H]1[C@@H](CO)[C@@H]2Cn3c(cccc3=O)[C@@H]2N1C(=O)CC1CC1)N1CCc2ccccc2C1 the results were Mtb BioA inh -0.5.
`O=C([C@@H]1[C@@H](CO)[C@@H]2Cn3c(ccc(C4=CCCC4)c3=O)[C@H]1N2C(=O)c1ccccc1)N1CCOCC1` gave Mtb BioA inh -0.1.
Screening C[C@@H]1CN([C@H](C)CO)C(=O)c2cc(/C=C/c3ccccc3)cnc2O[C@@H]1CN(C)S(=O)(=O)c1ccccc1F returned Mtb BioA inh 2.3.
For C[C@H]1CN([C@@H](C)CO)C(=O)CCCn2nncc2CO[C@H]1CN(C)C(=O)Nc1cccc(C(F)(F)F)c1 the results were Mtb BioA inh 0.5.
For O=C(C[C@@H]1C[C@H]2c3cc(NC(=O)Nc4ccccc4)ccc3O[C@H]2[C@@H](CO)O1)NCc1ccncc1 the results were Mtb BioA inh 5.4.
Screening C[C@H]1CN([C@@H](C)CO)C(=O)c2cc(C#Cc3cccnc3)cnc2O[C@H]1CN(C)S(=O)(=O)c1ccccc1F returned Mtb BioA inh 2.2.
For Cc1noc(C)c1NC(=O)Nc1ccc2c(c1)C(=O)N([C@@H](C)CO)C[C@@H](C)[C@@H](CN(C)C(=O)CCCN(C)C)OCCCC[C@H](C)O2 the results were Mtb BioA inh -0.2.
For Cc1cccc(-c2ccc([C@@H]3[C@H]4CN(C(=O)c5ccncc5)CCCCN4[C@H]3CO)cc2)c1 the results were Mtb BioA inh -2.2.
`O=C(C[C@H]1CC[C@H]2[C@@H](COC[C@H](O)CN2C(=O)c2cccnc2)O1)NCc1ccccc1` gave Mtb BioA inh -7.6.

Later entries
For COCC(=O)N(C)C[C@H]1Oc2cc(C#CCC3CCCC3)ccc2S(=O)(=O)N([C@H](C)CO)C[C@H]1C the results were Mtb BioA inh 4.9.
O=C(CCN1CCCCC1)NCC[C@@H]1CC[C@H](NC(=O)C2CC2)[C@@H](CO)O1 was read as Mtb BioA inh -1.0.
`C[C@H](O)C#Cc1cnc2c(c1)C(=O)N([C@@H](C)CO)C[C@@H](C)[C@@H](CN(C)Cc1cncnc1)O2` gave Mtb BioA inh -0.9.
Screening C[C@@H]1CN([C@@H](C)CO)C(=O)c2cc(NS(=O)(=O)c3cccs3)ccc2O[C@@H](C)CCCCO[C@@H]1CN(C)C(=O)Nc1cccc2ccccc12 returned Mtb BioA inh -0.1.
`CC(C)NC(=O)N[C@H]1CC[C@@H](CC(=O)NCc2ccc(Oc3ccccc3)cc2)O[C@H]1CO` gave Mtb BioA inh -1.5.
COc1ccc(S(=O)(=O)Nc2cccc3c2O[C@H](CN(C)Cc2ccc(Oc4ccccc4)cc2)[C@H](C)CN([C@@H](C)CO)C3=O)cc1 was read as Mtb BioA inh 3.7.
COc1ccccc1NC(=O)N[C@H]1C=C[C@@H](CC(=O)N[C@@H](C)c2ccccc2)O[C@H]1CO was read as Mtb BioA inh 1.1.
For O=C(C[C@@H]1C[C@@H]2c3cc(NC(=O)NC4CCCC4)ccc3O[C@@H]2[C@@H](CO)O1)NCc1ccc(Cl)cc1 the results were Mtb BioA inh -0.5.
C[C@H](CO)N1C[C@H](C)[C@@H](CN(C)Cc2ccc(C(F)(F)F)cc2)Oc2c(NC(=O)Nc3ccc(C(F)(F)F)cc3)cccc2C1=O was read as Mtb BioA inh -3.5.
CCCNC(=O)C[C@H]1CC[C@H]2[C@H](COc3ccc(NC(=O)c4cccc(C(F)(F)F)c4)cc3C(=O)N2C)O1 was read as Mtb BioA inh -0.4.
Screening Cc1noc(C)c1S(=O)(=O)N(C)C[C@@H]1OCCCC[C@@H](C)Oc2ccc(NC(=O)NC3CCCCC3)cc2C(=O)N([C@H](C)CO)C[C@@H]1C returned Mtb BioA inh -0.1.
C[C@@H]1CN([C@H](C)CO)C(=O)c2cccc(NC(=O)Nc3cccc4ccccc34)c2O[C@@H]1CN(C)Cc1ccc2c(c1)OCO2 was read as Mtb BioA inh 5.8.
`CO[C@H]1CN(C)C(=O)c2ccc(NC(=O)C3CC3)cc2OC[C@@H](C)N(C)C[C@@H]1C` gave Mtb BioA inh -2.8.
For CCCC#Cc1cnc2c(c1)C(=O)N([C@@H](C)CO)C[C@H](C)[C@@H](CN(C)C(=O)Nc1cc(F)ccc1F)O2 the results were Mtb BioA inh 4.1.
`CCCC(=O)Nc1ccc2c(c1)OC[C@@H](C)N(CC1CCCC1)C[C@@H](C)[C@@H](OC)CN(C)C2=O` gave Mtb BioA inh 0.0.
C[C@@H]1CN([C@@H](C)CO)C(=O)c2cc(NC(=O)CCCN(C)C)ccc2O[C@@H]1CN(C)Cc1ccc(Oc2ccccc2)cc1 was read as Mtb BioA inh 2.0.
For C[C@@H]1CN([C@@H](C)CO)S(=O)(=O)c2ccc(-c3ccccc3)cc2O[C@@H]1CN(C)S(=O)(=O)c1ccccc1F the results were Mtb BioA inh -0.7.
C[C@@H]1CN([C@H](C)CO)C(=O)Cc2cc(NC(=O)Nc3ccc(C(F)(F)F)cc3)ccc2O[C@H]1CN(C)Cc1ccc(C(F)(F)F)cc1 was read as Mtb BioA inh -2.1.
For C[C@@H]1CN([C@H](C)CO)C(=O)c2ccccc2-c2ccccc2CO[C@@H]1CN(C)Cc1ccc(F)cc1 the results were Mtb BioA inh 6.2.
Screening Cc1noc(C)c1NC(=O)N(C)C[C@@H]1Oc2ccc(NC(=O)NC(C)C)cc2CC(=O)N([C@H](C)CO)C[C@@H]1C returned Mtb BioA inh -5.0.
Cc1noc(C)c1S(=O)(=O)Nc1ccc2c(c1)C(=O)N([C@H](C)CO)C[C@@H](C)[C@@H](CN(C)Cc1ccc(C(F)(F)F)cc1)OCCCC[C@@H](C)O2 was read as Mtb BioA inh 2.1.
Screening C[C@@H]1CN([C@H](C)CO)C(=O)CCCn2nncc2CO[C@H]1CN(C)CC1CCCCC1 returned Mtb BioA inh -4.8.
Screening C[C@H](NC(=O)C[C@@H]1C[C@@H]2c3cc(NC(=O)CC4CC4)ccc3O[C@@H]2[C@@H](CO)O1)c1ccccc1 returned Mtb BioA inh 7.5.
`COc1ccc(CN(C)C[C@H]2OCCCC[C@H](C)Oc3ccc(NS(=O)(=O)c4ccc(C)cc4)cc3C(=O)N([C@@H](C)CO)C[C@@H]2C)cc1` gave Mtb BioA inh 2.2.
For C[C@@H]1CN([C@H](C)CO)C(=O)c2cccc(NC(=O)c3ccncc3)c2O[C@H]1CN(C)Cc1ccc(-c2ccccc2)cc1 the results were Mtb BioA inh -7.4.
`C[C@H]1CN([C@@H](C)CO)S(=O)(=O)c2ccc(-c3cncnc3)cc2O[C@@H]1CN(C)C(=O)C1CC1` gave Mtb BioA inh 0.0.
COCC#Cc1cnc2c(c1)C(=O)N([C@@H](C)CO)C[C@H](C)[C@@H](CN(C)C(=O)C1CCCCC1)O2 was read as Mtb BioA inh -2.4.
Screening COc1ccc(S(=O)(=O)N(C)C[C@H]2Oc3ccc(NS(=O)(=O)c4ccc(Cl)cc4)cc3C(=O)N([C@H](C)CO)C[C@H]2C)cc1 returned Mtb BioA inh -4.2.
Screening C[C@@H]1CN([C@H](C)CO)C(=O)c2cccc(NC(=O)Nc3ccc(F)cc3)c2O[C@@H]1CN(C)Cc1ccc(-c2ccccc2)cc1 returned Mtb BioA inh -2.3.
For CN1C(=O)c2cc(NC(=O)Nc3ccccc3F)ccc2OC[C@H]2O[C@H](CC(=O)NCCc3ccncc3)CC[C@@H]21 the results were Mtb BioA inh 0.2.
For C[C@@H]1CN([C@@H](C)CO)C(=O)c2cc(C3=CCCCC3)cnc2O[C@H]1CN(C)Cc1ccc(C(=O)O)cc1 the results were Mtb BioA inh -10.
For C[C@@H]1CN([C@@H](C)CO)S(=O)(=O)c2ccc(C#CCN(C)C)cc2O[C@H]1CN(C)C(=O)CC1CC1 the results were Mtb BioA inh -2.5.

Some of the compounds tested; rates above refer to the full screens.
